# High-throughput results deposited in PubChem BioAssay by several laboratories.
# HTR2A ag: agonists of mouse serotonin 5-HT2A receptor (HTR2A); P35363; CHO-K1 mHTR2A beta-arrestin complementation, luminescence; percent of 30 µM serotonin response; activation, % at 7.6 µM; actives 0.66% (n = 360,000);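 active = activation above a run cutoff, the mean activation of all tested compounds plus 3 SD, cut at about 14% in these data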;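 note: 0% = plate median of compound wells and 100% = 30 µM serotonin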
# Glyco luc inh: blocks N-linked glycosylation in D54 reporter cells | actives 0.23% (n = 360,000) | D54 ERlucT glycosylation luciferase reporter, 24 h; percent of 100 nM tunicamycin response | AID 588692 | reporter increase, % at 12.5 µM;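 active = mean luciferase reporter signal, scaled so untreated is 0 and the glycosylation-blocking control 100, at or above a set limit in every replicate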;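 note: luciferase carries N-glycosylation sites so blocking glycosylation raises the light; 0% = median of neutral control wells and 100% = median of 100 nM tunicamycin wells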
# ABCB6 inh MLPCN: inhibitors of human ABC transporter ABCB6; Q9NP58; K562-ABCB6 porphyrin accumulation, flow cytometry, 1 h; hits give low values; fluorescence ratio to DMSO, % at 10 µM; actives 0.19% (n = 360,000); AID 602162;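 active = fluorescence ratio to DMSO below 75%, the collection mean minus 3 SD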;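 note: signal is porphyrin accumulated inside mitochondria; 100% equals median channel fluorescence of DMSO control wells; lower ratio means ABCB6 inhibition with less porphyrin fluorescence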
# ABHD5-PLIN5 inh: ABHD5-PLIN5 protein interaction inhibition | Q00G26+Q8WTS1 | Split G. princeps luciferase complementation, luminescence, 4 h | inhibition, % at 4 µM | actives 0.78% (n = 360,000) | AID 602281;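 active = inhibition above the mean inhibition across every tested compound plus 3 SD, cut at about 22% in these data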;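 note: 0% = DMSO only wells and the 100% control is not disclosed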
# MC4R barr agon: activates human MC4R beta-arrestin recruitment; P32245; activation, % at 8.9 µM; U2OS MC4R beta-arrestin complementation, luminescence; percent of melanotan II response, DMSO zero; actives 0.98% (n = 360,000); AID 540308;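 active = activation above a per-plate cutoff, the mean activation of sample wells on that plate plus 3 SD, cut at about 8% in these data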
# Target sequence (P32245 whole entry, looked up): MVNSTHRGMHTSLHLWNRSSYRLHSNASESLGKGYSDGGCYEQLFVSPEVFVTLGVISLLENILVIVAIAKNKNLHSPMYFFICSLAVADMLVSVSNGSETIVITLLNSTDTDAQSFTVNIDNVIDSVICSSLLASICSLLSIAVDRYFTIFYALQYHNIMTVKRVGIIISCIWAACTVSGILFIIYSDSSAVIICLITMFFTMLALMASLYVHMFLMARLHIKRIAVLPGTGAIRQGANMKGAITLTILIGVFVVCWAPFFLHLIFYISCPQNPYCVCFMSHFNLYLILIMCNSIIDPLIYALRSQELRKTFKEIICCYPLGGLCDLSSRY
# Cardio protect: modulators protecting cardiomyocytes from myocardial damage; H9c2 cardiomyocytes, H2O2 injury protection, ATPLite, 2 h; protection from H2O2 cell death, % at 20 µM; actives 0.63% (n = 360,000); AID 588492;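 active = compounds giving at least 50% protection of heart cells from peroxide-induced death in the single-dose screen, raw or plate-pattern-corrected value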;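 note: 0% = DMSO wells with peroxide and 100% = DMSO wells without peroxide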
# SRC2 inh: inhibits human steroid receptor coactivator 2 | HEK293 GAL4-SRC2 luciferase reporter, luminescence | inhibition, % at 9 µM | actives 0.17% (n = 370,000);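 active = inhibition above the mean inhibition of all tested compounds plus 3 SD, set per campaign, cut at about 52% in these data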;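 note: 0% = DMSO treated cells and 100% = cells given Gossypol at 36 µM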
# TLR9-MyD88 inh: blocks human TLR9 binding to MyD88; Q9NR96+Q99836; CHO BLA complementation TLR9-MyD88, CCF4 FRET ratio; inhibition, % at 4.98 µM; actives 0.21% (n = 340,000); AID 504734;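 active = inhibition above the mean over all tested compounds plus 3 SD, cut at about 21% in these data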;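 note: 0% = DMSO only wells and 100% = clavulanate BLA inhibitor control wells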
# NOD2-RIPK2 inh: blocks binding of human NOD2 to RIPK2; inhibition, % at 4.98 µM; CHO BLA complementation NOD2-RIPK2, CCF4 ratio; O43353; actives 0.38% (n = 360,000); AID 624267; in the data active = inhibition above about 21%;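 note: 0% = vehicle only and 100% = reference blocker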
# Target sequence (O43353 whole entry, looked up): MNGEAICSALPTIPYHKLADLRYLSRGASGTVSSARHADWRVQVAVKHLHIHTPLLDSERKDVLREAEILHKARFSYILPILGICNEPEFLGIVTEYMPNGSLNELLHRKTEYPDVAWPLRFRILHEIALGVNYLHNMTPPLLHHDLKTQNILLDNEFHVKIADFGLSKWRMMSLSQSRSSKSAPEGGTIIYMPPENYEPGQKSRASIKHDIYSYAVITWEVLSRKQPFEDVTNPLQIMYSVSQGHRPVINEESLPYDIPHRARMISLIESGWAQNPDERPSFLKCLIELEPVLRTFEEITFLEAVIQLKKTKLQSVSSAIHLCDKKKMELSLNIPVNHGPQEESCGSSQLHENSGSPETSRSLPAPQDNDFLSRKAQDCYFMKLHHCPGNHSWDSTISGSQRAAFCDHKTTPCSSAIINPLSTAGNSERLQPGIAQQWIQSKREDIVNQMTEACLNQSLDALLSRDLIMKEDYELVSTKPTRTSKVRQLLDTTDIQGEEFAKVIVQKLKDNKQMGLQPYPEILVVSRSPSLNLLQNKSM
# MC4R antag cAMP: antagonists of human melanocortin 4 receptor (MC4R); actives 0.48% (n = 360,000); inhibition, % at 6.5 µM; MC4R-expressing cells, MTII-stimulated cAMP, LANCE TR-FRET; AID 540295;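 active = inhibition above its plate's cutoff, the mean of tested wells on that plate plus 3 SD, cut at about 29% in these data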;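 note: 0% = Melanotan II alone and 100% = Melanotan II plus saturating MCL0020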
#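 material = U2OS cells stably expressing human melanocortin 4 receptor (MC4R) | also added = Melanotan II challenge | dosing = single nominal compound dose of 6.5 µM | detection = TR-FRET with Eu-cAMP and labeled anti-cAMP, 671 nm | replication = singlicate | timing = compound 30 min, challenge 1 h, detection 1 h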
# Starred values were filed as active, the others as inactive; / = not tested or not shown. A portion of the library; rates above refer to the full screens.
SMILES,HTR2A ag,Glyco luc inh,ABCB6 inh MLPCN,ABHD5-PLIN5 inh,MC4R barr agon,Cardio protect,SRC2 inh,TLR9-MyD88 inh,NOD2-RIPK2 inh,MC4R antag cAMP
CCOC(=O)N1CCN(S(=O)(=O)CCNC(=O)c2ccc(F)cc2)CC1,2,1,103,5,-4.0,4,2,5,-12,-2
c1ccc(CCNc2ccc3ncc(-c4cccc5ccccc45)n3n2)nc1,-2,-4,88,-4,-0.6,1,12,/,3,5
CCN(Cc1ccccc1)Cc1ccc(OCc2ccccc2)c(OC)c1,-11,-4,95,-12,3.1,-1,22,-2,5,0
CCOC(=O)C1CCN(C(=O)Nc2cccc(Cl)c2)CC1,5,-1,96,-2,0.5,1,-7,-10,-4,11
COCCn1c(Cc2ccccc2)nnc1SCC(=O)NC1CCCCC1,-2,2,98,-7,-1.1,-3,-4,2,-9,10
COCCNC(=O)Cn1cc(/C=C(\C#N)C(=O)NC2CC2)c2ccccc21,-2,2,96,-11,0.2,1,-27,-6,1,0
CN1CCc2c(sc3c2c(=O)n(-c2ccccc2)c2nnc(SCc4ccccc4)n32)C1,-6,0,90,-3,-2.8,18,11,4,4,4
CCn1ncc(Br)c1C(=O)Nc1ccc(OC(F)(F)F)cc1,2,-3,100,-9,2.2,-7,-2,2,4,-4
Cc1cc(=O)[nH]c(N=N/C(=N/Nc2ccccc2C)c2ccccc2)n1,4,-5,112,-2,8.1,60*,-1,1,-8,6
COc1ccc(Nc2n[nH]c(C)c2[N+](=O)[O-])cc1,-4,1,93,4,-0.9,6,-72,-3,-6,5
CC(=O)Nc1ccc(C(=O)n2cnc3cc(C)c(C)cc32)cc1,2,-1,98,1,-1.5,1,-24,-4,0,-2
O=C(C1CCCN(S(=O)(=O)c2ccccc2)C1)N1CCN(c2ncccn2)CC1 (stereo not given),2,0,97,2,-1.0,7,7,6,5,3
COc1cccc(N(CC(=O)Nc2ccccc2C(=O)N2CCCC2)S(C)(=O)=O)c1,0,1,99,-1,-1.5,1,-7,-11,5,1
C=CCN1/C(=C(\C#N)C2=NS(=O)(=O)c3ccccc32)N(C)c2ccccc21,3,1,96,1,-1.4,12,12,-4,3,3
Cc1ccc(C)c(NC(=O)CN(C)C(=O)Cc2ccc(Cl)cc2Cl)c1,3,-3,90,-1,-1.0,0,9,-13,-1,-2
CCN(CC)S(=O)(=O)c1ccc(C)c(NC(=O)CNc2cccc(S(=O)(=O)N3CCCC3)c2)c1,11,-3,92,0,-0.9,-6,0,1,2,9
CCN1CCN(c2ccc(NC(=O)CCc3c(C)nc4c(-c5ccccc5)c(C)nn4c3C)cc2)CC1,-12,-7,97,4,-0.1,-4,-14,-1,16,10
O=S(=O)(N/N=C/c1cccc(OC2CSC2)c1)c1ccccc1,10,1,96,0,-0.9,-4,16,3,-6,-1
Cc1cc(C)c(S(=O)(=O)c2ccccc2C)c(SCC(C)C)n1,-7,-2,96,-7,1.9,-24,17,-1,-2,-1
O=C(Nc1ccc2c(c1)OCCO2)C1c2ccccc2OCC(=O)N1CCCN1CCOCC1 (stereo not given),4,/,99,3,/,/,11,/,2,/
O=C(CC12CC3CC(CC(C3)C1)C2)NC(=S)N1CCCCC1,10,-3,97,-2,-0.6,-4,8,2,-4,1
C/C(=N/Oc1nc(C)cc(C)n1)c1ccccc1,6,1,140,1,-1.2,1,-26,-10,-8,0
N#CC(C#N)=C/C=C(\Nc1ccc(Cl)cc1)c1ccc(Cl)cc1,0,1,98,4,-0.4,2,-2,8,1,-7
NC1=NC(c2cccc(O)c2)n2c(nc3ccccc32)N1 (stereo not given),-2,2,96,6,-1.5,-7,3,-6,-8,12
COc1cc2c(cc1NC(=S)Nc1cccc(C(F)(F)F)c1)oc1ccccc12,-3,-3,93,-4,0.2,-6,7,1,5,3
CC1=C(C(=O)Nc2ccc(C(=O)NCCC(C)C)cc2)SCCO1,-6,-3,93,5,-1.3,5,-10,-1,3,4
COc1cccc(OC)c1C(=O)Nc1c(C(=O)N2CCN(c3ccccn3)CC2)oc2ccccc12,-2,-2,90,-7,2.7,3,-7,-7,-6,37*
O=C1CCc2cc(S(=O)(=O)NC(C(=O)N3CCN(c4ccccn4)CC3)c3ccccc3)ccc2N1 (stereo not given),-3,4,95,-3,-5.0,5,6,-4,-4,-3
O=C(O)CCCN1C(=O)C2C3CC(C2C1=O)C1C(c2ccccc2)c2sc(=O)[nH]c2SC31 (stereo not given),2,1,105,0,-1.5,4,-1,-3,1,9
C[C@@H]1C[C@H]2[C@@H]3C[C@H](F)C4=CC(=O)C=C[C@]4(C)[C@@]3(Cl)[C@@H](O)C[C@]2(C)[C@H]1C(=O)COC(=O)C(C)(C)C,1,-1,97,-6,0.2,1,-6,-12,1,13
CCOC(=O)c1cc(C(=O)NN)c(C)nc1C,0,1,102,0,-0.2,2,19,-2,-16,6
Cc1ccc(N=C2SC(C(=O)Nc3ccc(OC(F)(F)F)cc3)C(N)=C2C(=O)Nc2c(C)cc(C)cc2C)cc1 (stereo not given),-1,-2,94,-23,5.2,-26,10,-1,11,1
CC(C)c1ccc(/C=N/N2CCCCC2)cc1,-1,-6,113,-10,1.8,-21,-4,-7,-3,3
Cc1oc(-c2ccc(Cl)cc2)cc1C(=O)N1CCC1(C)C(=O)O (stereo not given),2,-2,96,4,-0.5,2,-28,/,0,17
CC1=CC(C)[C@H](/C=N/n2c(=O)[nH]c3c([nH]c4ccc(Br)cc43)c2=O)C(C)C1 (stereo not given in full),-1,37*,96,1,1.1,25,-19,0,-12,22
COc1ccc(-c2nnc(NC(=O)c3ccc([N+](=O)[O-])o3)o2)c(OC)c1,5,6,84,1,-3.0,16,-3,-1,7,-1
Cc1cc(C)c(NC(=O)C2CCN(S(C)(=O)=O)CC2)c(C)c1,-2,5,103,5,-0.7,-7,-8,-11,-1,12
Cc1noc2ncnc(Sc3c(Cl)cccc3Cl)c12,5,4,99,5,0.5,-15,-31,23*,37*,3
CC(CN(C)Cc1nc(Cc2cccc(C(F)(F)F)c2)no1)CN1CCCC1 (stereo not given),-2,-2,90,-2,0.4,1,-51,-6,-7,18
CC(=O)C1=C(C)NC(SCC(=O)Nc2nccs2)=C(C#N)C1c1ccccc1Cl (stereo not given),-3,-7,104,-13,-1.0,6,-11,7,2,3
Cc1cc(=O)c2cc(Cl)ccc2[nH]1,2,-6,100,-2,-1.1,16,-25,1,0,5
Cc1cc(C)nc(NC(=S)NC(=O)c2ccccc2F)n1,3,0,101,0,-1.1,-5,7,/,-18,-2
C[C@H](CO)N1C[C@H](C)[C@@H](CN(C)Cc2ccc(C(=O)O)cc2)Oc2ccc(NC(=O)Cn3cnnn3)cc2C1=O,0,0,99,5,-1.1,-5,-6,-11,0,7
Cc1ccc(-c2cc(C(=O)N3CCOCC3)c3cc(C)ccc3n2)cc1,-3,-1,89,-3,1.2,1,-21,-5,-3,5
Cn1cc(S(=O)(=O)NCCc2ccccc2)c(=O)n(C)c1=O,2,0,95,0,-1.2,-4,-12,-8,-2,-7
N#C/C(=C\c1cccnc1)C(=O)Nc1ccc(C(=O)O)cc1,5,0,94,1,1.4,-4,-10,2,3,0
Cn1nnnc1SCCNCc1cccc2ccccc12,-3,2,101,5,-0.9,5,-17,0,-12,10
O=c1c2ccccc2nc(SCc2ccncc2)n1CC1CCCO1 (stereo not given),1,-2,100,6,0.5,6,-4,-9,3,18
COc1ccccc1NS(=O)(=O)c1cccc(NC(=O)c2cc3ccccc3oc2=O)c1,0,-2,97,-7,6.7,11,-29,-3,2,29*
Cc1nn(CC(=O)OCC(=O)Nc2ccccc2[N+](=O)[O-])c(C)c1[N+](=O)[O-],2,1,98,2,-0.8,5,-7,-22,-8,19
CC(C)CC(NC(=O)C(CC(C)C)NC(=O)C(Cc1ccc(OCc2ccccc2)cc1)NC(=O)OC(C)(C)C)C(N)=O (stereo not given),0,-2,110,-4,-1.9,3,6,5,-8,-5
O=C1CCN(CCCN2CCC(=O)NC2=S)C(=S)N1,4,4,96,0,-2.4,3,-14,-9,2,0
C[C@]12CCC(=O)C=C1CC[C@@H]1[C@@H]2C(=O)C[C@@]2(C)[C@H]1CC[C@]2(O)C(=O)CO,-3,1,93,6,0.1,2,14,5,-13,11

# Rewritten tab-delimited: entries from further up.
SMILES	HTR2A ag	Glyco luc inh	ABCB6 inh MLPCN	ABHD5-PLIN5 inh	MC4R barr agon	Cardio protect	SRC2 inh	TLR9-MyD88 inh	NOD2-RIPK2 inh	MC4R antag cAMP
COCCn1c(Cc2ccccc2)nnc1SCC(=O)NC1CCCCC1	-2	2	98	-7	-1.1	-3	-4	2	-9	10
COCCNC(=O)Cn1cc(/C=C(\C#N)C(=O)NC2CC2)c2ccccc21	-2	2	96	-11	0.2	1	-27	-6	1	0
CN1CCc2c(sc3c2c(=O)n(-c2ccccc2)c2nnc(SCc4ccccc4)n32)C1	-6	0	90	-3	-2.8	18	11	4	4	4
CCn1ncc(Br)c1C(=O)Nc1ccc(OC(F)(F)F)cc1	2	-3	100	-9	2.2	-7	-2	2	4	-4
Cc1cc(=O)[nH]c(N=N/C(=N/Nc2ccccc2C)c2ccccc2)n1	4	-5	112	-2	8.1	60*	-1	1	-8	6
COc1ccc(Nc2n[nH]c(C)c2[N+](=O)[O-])cc1	-4	1	93	4	-0.9	6	-72	-3	-6	5
CC(=O)Nc1ccc(C(=O)n2cnc3cc(C)c(C)cc32)cc1	2	-1	98	1	-1.5	1	-24	-4	0	-2
O=C(C1CCCN(S(=O)(=O)c2ccccc2)C1)N1CCN(c2ncccn2)CC1 (stereo not given)	2	0	97	2	-1.0	7	7	6	5	3
COc1cccc(N(CC(=O)Nc2ccccc2C(=O)N2CCCC2)S(C)(=O)=O)c1	0	1	99	-1	-1.5	1	-7	-11	5	1
C=CCN1/C(=C(\C#N)C2=NS(=O)(=O)c3ccccc32)N(C)c2ccccc21	3	1	96	1	-1.4	12	12	-4	3	3
Cc1ccc(C)c(NC(=O)CN(C)C(=O)Cc2ccc(Cl)cc2Cl)c1	3	-3	90	-1	-1.0	0	9	-13	-1	-2

# Copied from the list.
# Result for C[C@]12CCC(=O)C=C1CC[C@@H]1[C@@H]2C(=O)C[C@@]2(C)[C@H]1CC[C@]2(O)C(=O)CO under ABHD5-PLIN5 inh: 6
# Result for CC(C)CC(NC(=O)C(CC(C)C)NC(=O)C(Cc1ccc(OCc2ccccc2)cc1)NC(=O)OC(C)(C)C)C(N)=O (stereo not given) under TLR9-MyD88 inh: 5
